Screening data: PubChem, The Scripps Research Institute Molecular Screening Center
PAD4 inh: blocks human protein arginine deiminase 4 | recombinant PAD4, RCA probe fluorescence polarization | inhibition, % at 6.36 µM | hit rate 0.41% among 330,000;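 active = percent inhibition above a cutoff equal to the mean of all tested compounds plus 3 SD, cut at about 15% in these data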;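 also: 0% = PAD4 with RCA probe and DMSO and 100% = probe without PAD4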
LYPLA2 inh: counter-screen for PME1 inhibitors: inhibitors of human LYPLA2 | O95372 | recombinant LYPLA2, FP-Rh probe fluorescence polarization | inhibition, % at 5.9 µM | hit rate 0.38% among 320,000 | AID 2177;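 active = inhibition above the screen-wide mean plus 3 SD, limit set per campaign, cut at about 26% in these data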;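 also: 0% = LYPLA2 with DMSO and 100% = wells lacking LYPLA2 enzyme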
PAFAH1B2 FP inh: blocks human PAF acetylhydrolase 1b catalytic subunit 2. inhibition, % at 3.39 µM. P68402. AID 492953. hit rate 1.2% among 340,000. recombinant PAFAH1B2, FP-rhodamine activity probe, fluorescence polarization;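 active = inhibition above the mean of all tested compounds plus 3 SD, cut at about 24% in these data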;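 also: 0% = enzyme with DMSO and 100% = wells lacking PAFAH1B2; many of its hits are not listed in these tables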
PAFAH2 inh: PAFAH2 (human) inhibition. inhibition, % at 3.39 µM. hit rate 0.99% among 340,000. recombinant PAFAH2, FP-rhodamine activity probe, fluorescence polarization. Q99487;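 active = inhibition above the mean over all tested compounds plus 3 SD, cut at about 30% in these data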;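 also: inhibitors block probe labeling of enzyme so polarization drops; 0% = enzyme with DMSO and 100% = wells lacking PAFAH2 protein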
GSTO1 inh: GSTO1 inhibition, counter-screen for RBBP9 inhibitors. P78417. recombinant GSTO1, activity-based probe fluorescence polarization. inhibition, % at 5.96 µM. hit rate 1.1% among 300,000. AID 1974;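 active = inhibition above the campaign mean inhibition plus 3 SD, cut at about 35% in these data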;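 also: 0% = GSTO1-1 with DMSO and 100% = wells lacking GSTO1-1 enzyme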
PAFAH1B3 FP inh: blocks human PAF acetylhydrolase 1B catalytic subunit 3; AID 492972; Q15102; hit rate 0.28% among 340,000; recombinant PAFAH1B3, FP-rhodamine probe, fluorescence polarization; inhibition, % at 3.39 µM;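 active = inhibition above the screen-wide average of all tested compounds plus 3 SD, cut at about 25% in these data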;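 also: 0% = enzyme with DMSO only and 100% = wells lacking PAFAH1B3 protein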
pPAFAH inh: inhibitors of human plasma PAF acetylhydrolase (pPAFAH); Q13093; inhibition, % at 3.39 µM; hit rate 1.5% among 330,000; recombinant pPAFAH, FP-rhodamine probe fluorescence polarization;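 active = inhibition above the mean inhibition across the screen plus 3 SD, cut at about 25% in these data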;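 also: inhibitors block binding of the rhodamine activity-based probe so polarization drops; 0% = enzyme with DMSO and 100% = wells lacking pPAFAH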
LYPLA1 counter: LYPLA1 (human) inhibition in PME1 counter-screen; O75608; recombinant LYPLA1, FP-Rh probe fluorescence polarization; inhibition, % at 5.9 µM; hit rate 0.16% among 320,000; AID 2174;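 active = inhibition above the mean of all tested compounds plus 3 SD, set per campaign, cut at about 14% in these data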;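 also: inhibitors block serine hydrolase probe labeling of LYPLA1 so polarization falls; 0% = enzyme with DMSO and 100% = wells lacking LYPLA1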
Target sequence (O75608 whole entry, looked up): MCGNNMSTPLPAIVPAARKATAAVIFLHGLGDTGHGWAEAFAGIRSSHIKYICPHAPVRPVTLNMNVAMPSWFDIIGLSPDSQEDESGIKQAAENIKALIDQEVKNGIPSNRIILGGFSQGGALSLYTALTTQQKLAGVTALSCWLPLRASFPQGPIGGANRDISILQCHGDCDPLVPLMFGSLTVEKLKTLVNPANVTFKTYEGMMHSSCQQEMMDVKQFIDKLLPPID
PREPL inhibitor: human PREPL enzyme inhibition; AID 2751; inhibition, % at 5.96 µM; hit rate 0.68% among 320,000; recombinant PREPL, fluorescence polarization activity-based probe; in the data active = inhibition above about 43%;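 also: 0% = enzyme with DMSO and 100% = wells lacking enzyme; many of its hits are not listed in these tables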
Target sequence (Q4J6C6 whole entry, looked up): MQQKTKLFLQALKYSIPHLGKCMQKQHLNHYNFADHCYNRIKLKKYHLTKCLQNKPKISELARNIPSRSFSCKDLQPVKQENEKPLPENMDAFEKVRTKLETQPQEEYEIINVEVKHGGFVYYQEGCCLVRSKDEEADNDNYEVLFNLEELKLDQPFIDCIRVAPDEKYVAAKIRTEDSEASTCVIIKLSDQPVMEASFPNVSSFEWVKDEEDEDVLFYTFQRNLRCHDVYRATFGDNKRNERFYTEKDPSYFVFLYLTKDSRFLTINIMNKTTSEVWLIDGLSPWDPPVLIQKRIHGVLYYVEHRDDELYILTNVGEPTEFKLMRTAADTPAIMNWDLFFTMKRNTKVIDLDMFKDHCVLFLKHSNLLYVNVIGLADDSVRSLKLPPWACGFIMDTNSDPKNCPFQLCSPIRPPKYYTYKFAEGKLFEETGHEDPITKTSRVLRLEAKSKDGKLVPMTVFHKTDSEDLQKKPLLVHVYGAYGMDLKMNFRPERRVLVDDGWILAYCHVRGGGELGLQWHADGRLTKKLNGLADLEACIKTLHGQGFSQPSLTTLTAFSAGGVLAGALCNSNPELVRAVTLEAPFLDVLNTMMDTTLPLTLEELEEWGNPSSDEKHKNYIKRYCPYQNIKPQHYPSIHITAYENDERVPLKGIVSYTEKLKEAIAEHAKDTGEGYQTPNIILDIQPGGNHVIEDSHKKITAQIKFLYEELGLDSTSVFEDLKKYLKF
Numbers without * were called inactive; / = not tested or not shown. These rows are one share of the data; the hit share may differ from the screen's.

The line under a structure holds: PAFAH1B2 FP inh, LYPLA1 counter, PAFAH2 inh, PAD4 inh, GSTO1 inh, pPAFAH inh, LYPLA2 inh, PREPL inhibitor, PAFAH1B3 FP inh
CCC(=O)N1N=C(c2ccc(NS(=O)(=O)c3ccc(C)cc3)cc2)CC1c1ccco1 (centres undefined)
→ 6.3, /, 1.3, -1.0, /, 7.8, /, 1.3, 2.3
Cc1nc(-c2ccc(Cl)cc2)sc1C(=O)NN
→ 4.5, -1.7, -0.7, -0.1, 3.4, 2.5, 5.4, -0.8, 8.4
CCC(=O)c1ccc2c(c1)N(CCCN(C)C)c1ccccc1S2
→ 8.9, 0.0, -5.1, -0.5, 3.5, 9.0, -1.2, 63.8*, 8.3
CCN(c1cccc2ccccc12)S(=O)(=O)c1cccs1
→ 8.1, /, -5.6, -2.3, /, 5.9, /, -6.7, -3.8
O=C(NCc1ccc2c(c1)OCO2)C1CC(=O)N(CCc2ccc(Cl)cc2)C1 (centres undefined)
→ 5.1, -0.4, -4.6, 3.4, 1.5, 2.6, 1.2, 0.1, -0.7
CN1CCCN(S(=O)(=O)c2ccc3c(c2)OCCO3)CC1
→ 4.2, 4.0, -1.3, -1.8, 7.8, 0.5, -2.2, 18.4, 4.7
COc1ccc(NC(=O)Cc2c(C)n(C(=O)c3ccc(Cl)cc3)c3ccc(OC)cc23)cc1
→ 3.1, -3.0, -2.8, -1.9, 6.5, 0.4, -3.1, -9.1, 1.2
CC(=O)c1ccc(N=Nc2ccc(N(C)C)cc2)cc1
→ 1.2, 0.7, -2.9, -4.8, 2.1, -0.2, 1.7, 11.3, -9.1
COc1cc(/C=N/n2c(SC)nnc(C(C)(C)C)c2=O)ccc1O
→ 0.4, -1.3, 6.4, -7.4, -2.4, 7.2, -0.4, 4.8, -0.6
CCC(C)(C)n1nnnc1CN1CCC(c2nc3ccc(C)cc3[nH]2)CC1
→ 1.8, 1.0, 3.5, -3.5, 6.5, -1.4, -2.8, 10.7, 8.9
CS(=O)(=O)c1nc(S(=O)(=O)c2ccc(Cl)cc2)c(N2CCC(O)CC2)s1
→ 7.3, -0.7, -4.4, 5.2, -1.9, -3.8, 4.6, 9.8, -4.4
CC1=C(C(=O)OC(C)C)C(C)C(C(=O)OC(C)C)=C(C)N1
→ 12.6, 1.8, 9.3, 0.8, -6.3, 4.0, -0.2, 7.9, 1.7
Cc1cc(C(=O)NNC(=O)c2cccc(N(C)C)c2)c(C)o1
→ 0.2, 2.5, 3.5, -2.6, 2.4, 0.7, 1.9, 5.2, 5.1
CCCCOc1ccc(C(C)(O)CCN2CCOCC2)cc1 (centres undefined)
→ -1.0, -0.9, -8.3, 0.6, 1.7, 0.1, -2.2, -16.4, 2.3
C=CCN=C1NN=C(c2ccc3c(c2)OCCO3)CS1
→ 0.7, -0.4, -9.4, 10.6, 0.1, 3.2, 1.7, 8.4, 4.2
CCN(CC)CCCN1C=C2C(=O)C(C)(OC(=O)C3CCCC3)C(=O)C(c3ccccc3)=C2C=C1CCCC(=O)OC (centres undefined)
→ 9.8, -4.6, -0.2, 0.1, 6.4, 4.0, -2.1, 15.8, 10.5
Cn1cnc(C(=O)N2CCN(c3ccccc3)CC2)c1C(=O)N1CCN(c2ccccc2)CC1
→ 3.8, 3.4, 3.5, 2.3, /, 1.9, 11.1, 45.1*, 5.0
N/C(=N\OC(=O)c1cccs1)c1cccc([N+](=O)[O-])c1
→ 1.9, 1.2, 11.6, 1.5, 3.4, 8.0, -1.3, 13.2, 4.5
COc1cccc(-c2nc(CS(=O)(=O)CC(=O)Nc3cc(F)ccc3F)c(C)o2)c1
→ -3.0, -2.5, 2.9, 1.2, 1.8, -4.8, -1.4, -1.1, -4.8
Cn1nnnc1SCC(=O)Nc1ccc(Br)cc1Cl
→ 4.2, -1.2, 2.4, -0.8, 17.3, 4.1, 4.9, 1.2, 11.4
NC(=O)c1ccc(NC(=O)COC(=O)/C=C/c2ccc3c(c2)OCO3)cc1
→ 1.5, -2.0, -3.2, 1.8, -6.7, 3.9, -3.5, 3.5, -5.0
COc1cccc(NC(=O)CN(Cc2ccccc2)S(C)(=O)=O)c1
→ 3.6, -2.4, -5.1, -0.9, -1.6, 3.5, -4.2, 2.5, -7.1
Cc1ccc(NC(=O)c2cccs2)cc1S(=O)(=O)Nc1cccc(Cl)c1
→ -4.8, -18.0, -15.0, -5.1, -32.6, 0.2, -51.0, -11.7, -12.5
Cc1nc2nc(NC(=O)c3ccco3)[nH]n2c(=O)c1C
→ -0.6, 0.5, -2.0, 2.6, -5.2, -0.5, -1.4, -5.1, 9.8
CC1CC(C)(C)CC2(C1)NC(=O)N(CC(=O)NCC(c1ccco1)N1CCCCC1)C2=O (centres undefined)
→ 12.6, -2.4, 9.7, -2.7, -3.9, 1.0, -3.9, 1.4, 2.9
C[C@H](C(=O)O)c1n[nH]c(=O)c2ccccc12
→ 3.0, 0.8, 5.6, 3.5, -6.6, -0.5, 7.3, 11.3, 4.6
Cc1ccc2c(COC(=O)C34CC5CC(CC(C5)C3)C4)cc(=O)oc2c1
→ 2.6, -5.0, -1.6, -2.3, -1.2, -4.6, 5.3, 7.4, 0.3
CCCc1cc(=O)n2[nH]c(NC(=O)c3ccco3)nc2n1
→ 4.3, 5.2, 13.1, -4.0, -2.7, 5.4, 10.7, 1.5, 9.0
CCOc1ccc(S(=O)(=O)Nc2ccc(C(=O)N/N=C(\C)c3ccc(-n4ccnc4)cc3)cc2)cc1
→ 3.0, -11.6, -15.3, -5.4, 0.2, -3.9, -11.3, -5.5, 12.4
COc1ccc(NC(=O)CSc2nc(-c3ccncc3)nn2CC(=O)N2CCCC2)cc1
→ 1.3, 5.2, 6.7, -0.8, -1.3, 1.8, -1.9, 10.6, -1.6
Cc1ccc(-c2csc3nnc(SCC(=O)Nc4cccc(C)n4)n23)cc1
→ 0.7, -2.2, -0.8, -2.4, 3.9, 11.9, 4.8, -17.2, 5.9
COc1cccc(NC(=O)CN(c2ccc(C)cc2)S(=O)(=O)c2c(C)nn(C)c2C)c1
→ 0.9, -3.5, -2.2, -3.7, 5.0, 4.0, -3.9, 14.5, 4.2
NC(=O)CC(NC(=O)c1ccc(Br)cc1)c1ccc(N2CCN(c3ccccn3)CC2)c([N+](=O)[O-])c1 (centres undefined)
→ 1.5, 2.6, -1.2, 4.2, 3.6, 8.2, 49.7*, 8.1, 5.1
C=CCNc1nc(-c2sc(NC(=O)CC)nc2C)cs1
→ 5.3, -1.5, 0.7, 2.3, 1.7, 3.9, 7.4, 2.8, 4.6
O=C(CN1C(=O)NC(Cc2c[nH]c3ccccc23)C1=O)Nc1ccc(Br)cc1F (centres undefined)
→ 6.4, -1.2, -1.4, 5.2, /, 0.9, 8.4, 11.7, 2.1
O=C(c1ccc(=O)[nH]c1)N(Cc1ccco1)C1(C(=O)NC2CCCCC2)CCCCC1
→ 3.1, 0.9, -0.5, 6.0, -0.7, -4.8, 1.9, -4.4, -6.0
C=Cc1ncc(OC)c2c1[nH]c1ccccc12
→ 1.9, 2.3, 7.6, 1.6, -28.9, 10.1, 5.9, 8.2, 5.2
CCOc1ccc2[nH]c3nc(SCC(=O)NCC4CCCO4)nnc3c2c1 (centres undefined)
→ 3.8, -0.3, 7.9, -3.2, -2.1, 5.1, 3.5, 1.9, 3.6
Cc1ccc2c(c1)nnn2C1CCN(S(=O)(=O)c2ccc(C(=O)NC3CCCC3)cc2)CC1
→ -1.4, 1.9, -3.3, -3.4, -1.9, -1.0, 6.8, -0.8, 2.0
CC(=C\c1ccco1)/C=C(\C#N)C(=O)NCCc1c[nH]c2ccccc12
→ 0.4, 0.7, -5.2, -9.2, 2.1, 17.6, 0.6, 3.3, 4.3
Nc1ccc2nc(-c3ccc(-c4nc5ccc(N)cc5[nH]4)cc3)[nH]c2c1
→ /, -11.5, /, -3.1, -34.1, 18.9, -8.5, 20.0, /
COc1cc(Cl)c(C)cc1NC(=O)CCNC(=O)c1ccco1
→ 1.2, -2.9, -0.1, 2.2, -3.5, 1.3, -3.9, -6.0, -5.6
COc1ccccc1C(=O)CC(=O)c1ccccc1
→ -0.6, 0.2, 5.8, -3.2, 13.4, -9.7, -1.0, -2.1, 10.7
Cc1cc(Br)ccc1NC(=O)CNC(=O)Cn1ncc(Cl)c(Cl)c1=O
→ 2.7, 2.4, 5.7, -1.4, 20.1, 0.5, 1.3, 10.3, -8.4
CCC1=Nc2cc(C(=O)NCc3cccnc3)ccc2Sc2ccc(C)cc21
→ 0.9, -3.2, 3.6, -5.5, -7.2, 1.2, 0.6, -13.8, 3.8
COc1ccc(CNC(=O)c2cccc3c2C(=O)N(CC2CCCO2)C3)cc1 (centres undefined)
→ 1.5, 2.3, 0.6, -9.5, 7.7, -6.3, 2.1, 5.9, -1.6
Cc1ccc(NC(=O)N2C3CCCC2CC(NC(=O)C(C)(C)C)C3)cc1 (centres undefined)
→ 4.5, -1.1, -2.5, -0.8, 2.0, 4.2, -0.5, -9.0, -3.6
COc1ccccc1CNC(=O)C(=O)NCC1OCCN1S(=O)(=O)c1ccc2c(c1)OCCO2 (centres undefined)
→ 3.7, 2.2, 3.6, 0.6, 3.1, 2.5, 10.0, 4.3, -1.9
O=C(CNc1ccccc1Cl)N/N=C1\CCCc2ccccc21
→ -3.7, 3.2, -1.6, 0.2, 8.2, 0.1, 1.1, 3.5, 3.7
Cc1cc(/C=C(\C#N)C(=O)NCc2ccco2)c(C)n1-c1cccnc1
→ 7.1, 2.7, 6.1, 3.8, -3.9, 5.6, 3.8, -8.3, 4.5
Cc1cc(Nc2ccc3ccccc3c2)n2ncnc2n1
→ -3.3, 4.4, 2.8, -7.0, -1.1, 8.6, 8.5, 33.7, 1.6
COc1ccc(S(=O)(=O)N(C)CC(=O)Nc2ccc(F)cc2)cc1
→ 2.2, 1.1, 8.7, 7.2, 4.6, -0.4, 6.7, -11.9, 8.7
Cc1ccc(CN2CCC(CNS(=O)(=O)c3ccc(-c4ccc(=O)[nH]n4)s3)CC2)cc1
→ -1.0, 2.4, 8.4, -5.5, -8.1, -0.3, 1.9, -43.1, 3.9
COc1ccc(Nc2nc(C)cc(C)c2C(N)=O)cc1OC
→ 0.1, 3.0, 4.2, 1.0, 5.5, 4.8, -1.6, -8.5, 20.2
